# Assay outcomes (PubChem BioAssay)
# CXXC DNA block: qHTS Fluorescence Polarization Assay for Inhibitors of MLL CXXC domain - DNA interaction; 290,000 compounds, 0.037% hits; Potency, µM (highest dose often 115 µM), without a hit: at the highest dose activity change, negative = inhibition, actives largely listed as inhibitors; MLL-CXXC / FITC-HOXA9 DNA fluorescence polarization; active = well fitted inhibition curve with a large enough effect in the polarisation, with a control signal flat, not every such curve was filed as active; inconclusive = small, poorly fitted or top-dose-only effect, or effect the other way, or a change in a side signal; inactive = no such curve, though single readings can be large or run the other way; the % refers to the polarisation; also: potency is read from the fitted curve at half-maximal effect
#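 Steps: dispense CXXC domain solution (7 uM) → pin compounds or unlabeled HOX-A9 DNA control → 5 min ambient → add FLSN-HOX-A9 solution (50 nM) → spin → 30 min ambient → fluorescence polarization. Tris pH 7.5/NaCl/DTT/BSA buffer.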
# B2AR arrestin: qHTS assay of beta-arrestin-biased ligands of beta2-adrenergic receptor. Beta-2 adrenergic receptor (Homo sapiens), P07550. beta-arrestin recruitment to beta2AR, cell-based reporter. Potency, µM (highest dose often 46.1 µM), without a hit: at the top dose activation, actives largely listed as activators. 330,000 compounds, 0.02% hits;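 also: potency is read from the fitted curve at half-maximal effect; 0% = DMSO controls and full agonism = EC100 isoproterenol or metaproterenol; nearly all actives have a fitted effect of over 65% in size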
# TRPV1 ag: HTS Assay for Compounds that Act as Agonists of the Vanilloid Receptor 1. Transient receptor potential cation channel subfamily V member 1 (Homo sapiens), Q8NER1. TRPV1-expressing cells, Fluo-8 calcium influx, agonist mode. activation, % at 8.33 µM. 320,000 compounds, 0.19% hits; in the data active = activation above about 80%; inconclusive = between about 30% and that limit; also: 0% is about no effect
# Target sequence (Q8NER1 whole entry, looked up): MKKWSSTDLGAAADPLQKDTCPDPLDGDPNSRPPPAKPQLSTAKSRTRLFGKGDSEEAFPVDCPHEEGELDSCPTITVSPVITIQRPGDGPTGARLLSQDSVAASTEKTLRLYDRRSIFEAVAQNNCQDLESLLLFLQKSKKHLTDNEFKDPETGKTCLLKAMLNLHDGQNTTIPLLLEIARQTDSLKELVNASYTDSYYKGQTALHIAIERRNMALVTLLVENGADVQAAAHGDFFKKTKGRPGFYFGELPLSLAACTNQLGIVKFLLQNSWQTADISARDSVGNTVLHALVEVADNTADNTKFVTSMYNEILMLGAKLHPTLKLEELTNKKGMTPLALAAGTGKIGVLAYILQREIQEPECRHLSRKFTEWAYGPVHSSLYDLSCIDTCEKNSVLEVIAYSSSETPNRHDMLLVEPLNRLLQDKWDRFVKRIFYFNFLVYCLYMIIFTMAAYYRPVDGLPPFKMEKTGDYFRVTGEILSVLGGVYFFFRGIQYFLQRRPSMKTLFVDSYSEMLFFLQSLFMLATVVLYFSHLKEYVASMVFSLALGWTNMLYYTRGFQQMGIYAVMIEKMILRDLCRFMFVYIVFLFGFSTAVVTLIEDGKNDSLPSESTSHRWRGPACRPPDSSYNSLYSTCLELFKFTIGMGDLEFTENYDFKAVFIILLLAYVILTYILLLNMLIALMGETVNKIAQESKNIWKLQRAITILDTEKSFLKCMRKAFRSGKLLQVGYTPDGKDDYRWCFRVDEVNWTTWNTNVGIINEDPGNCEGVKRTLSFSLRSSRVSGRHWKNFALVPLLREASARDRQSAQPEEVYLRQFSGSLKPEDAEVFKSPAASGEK
#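 Cells expressing TRPV1 were dye-loaded with Fluo-8 and read kinetically: 10 s baseline, 3 min after compound (agonist portion), then 2 min after EC20 capsaicin (allosteric enhancer portion). Calcium-bound dye fluorescence at 480/520 nm.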
# PKM2 activator: qHTS Assay for Activators of Human Muscle isoform 2 Pyruvate Kinase; Potency, µM (titrated, usually from 57.5 µM), for inactives: top-dose activation, usual class: activators; AID 1631, 2009; 260,000 compounds, 0.34% hits; purified PKM2, Kinase-Glo ATP luminescence, activation; response scale: 0% is enzyme alone, no compound; also: potency is read from the fitted curve at half-maximal effect; % is scaled to controls: 0 for no effect and ±100 for the full control effect; nearly all actives have a fitted effect of over 55% in size
#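 Purified hPK-M2 (>95% pure) converted ADP (0.1 mM final) to ATP with 0.5 mM PEP in 50 mM imidazole pH7.2, KCl, MgCl2, Tween 20, BSA; 1 h at room temperature. ATP detected by Kinase-Glo luminescence.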
# Giardia kill: Small Molecules that selectively kill Giardia lamblia: qHTS | Giardia lamblia trophozoite viability | activity change, % at 7.66 µM, hits read low | 340,000 compounds, 0.15% hits | AID 540267, 2011; in the data active = activity change below about -80%; inconclusive = between about -30% and that limit;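 also: parasites exposed to compound for two days anaerobically before the ATP read; % is scaled to controls: 0 for no effect and ±100 for the full control effect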
#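 Giardia trophozoites, 100 cells per well, were exposed to compounds for 48 hrs at 37 deg C under anaerobic conditions; viability was then read as ATP content by bioluminescence after 15-30 min at room temperature.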
# Menin-MLL TR inh: qHTS Assay for Inhibitors Targeting the Menin-MLL Interaction in MLL Related Leukemias: Competition With Texas Red Labeled MLL-derived Mutant Peptide; AID 1768, 2009; 270,000 compounds, 0.23% hits; O00255; Menin + Texas Red MLL mutant peptide, fluorescence polarization; Potency, µM (top dose mostly 61.6 µM), without a hit: top-dose FP activity change, negative = inhibition, most hits filed as inhibitors; active = well fitted inhibition curve with a large enough effect in the polarisation, with a control signal flat, not every such curve was filed as active; inconclusive = small, poorly fitted or top-dose-only effect, or effect the other way, or a change in a side signal; inactive = no such curve, though single readings can be large or run the other way; the % refers to the polarisation; also: potency is read from the fitted curve at half-maximal effect; % of control where 0% means no effect; many of its hits are not listed in these tables
# USP2a inh: qHTS Assay for Inhibitors of Ubiquitin-specific Protease USP2a Using CHOP2 as the Reporter; Ubiquitin carboxyl-terminal hydrolase 2 (Homo sapiens), O75604; USP2 core, Ub-CHOP2 coupled fluorogenic reporter, 485/531; Potency, µM (highest dose often 38.3 µM), without a hit: at the top dose activity change, negative = inhibition, usual class: inhibitors; 330,000 compounds, 0.01% hits; AID 463254, 2010;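 also: potency is read from the fitted curve at half-maximal effect; plate controls were DMSO wells for no effect and full inhibition by NEM control for full effect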
#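 USP2 core (10nM final) preincubated 30min RT with compound in 20mM Tris-HCl pH 8.0, 2mM CaCl2, 2mM beta-mercaptoethanol, 0.05% CHAPS; 25nM Ub-CHOP2 plus 25nM reporter substrate added, fluorescence (Ex485/Em531) read after 60min.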
# KCNH2 WT inh: qHTS for Inhibitors of KCHN2 3.1: Wildtype qHTS | Voltage-gated inwardly rectifying potassium channel KCNH2 (Homo sapiens), Q12809 | U2OS, BacMam KCNH2, thallium flux FluxOr; active compounds read low | activity change, % at 1.84 µM | 340,000 compounds, 0.37% hits | AID 720551, 2013;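 active = maximum activity change below -70%; inconclusive = maximum activity change between -70% and -50%; inactive = maximum activity change above -50%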; also: % is scaled to controls: 0 for no effect and ±100 for the full control effect
#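 U2OS cells were transduced with wild-type KCNH2 virus (2.03 x 10^8 / mL) for 4 h at room temperature, then cultured overnight at 37 C. Thallium flux was read with FluxOr dye. Rate constants were normalized to DMSO controls.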
# GALK inh: qHTS Assay for Inhibitors of Human Galactokinase (GALK); 270,000 compounds, 0.007% hits; Potency, µM (highest dose often 57.5 µM), for inactives: at the top dose activity change, negative = inhibition, hits mostly inhibitors; Purified GALK, Kinase-Glo residual ATP luminescence; also: potency is read from the fitted curve at half-maximal effect; % is scaled to controls: 0 for no effect and ±100 for the full control effect
#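 Kinase-Glo Plus luminescence measured ATP left after a 1 h room-temperature reaction. The reaction used 5 nM GALK, 100 uM galactose and 35 uM ATP at pH 8.0 (20 mM HEPES, 5 mM MgCl2, 60 mM NaCl, 1 mM DTT, 0.01% BSA).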
# KCNH2 3.1 block: qHTS for Inhibitors of KCHN2 3.1: Mutant qHTS; 340,000 compounds, 0.95% hits; U2OS KCNH2 3.1, thallium flux FluxOr; active compounds read low; Potassium voltage-gated channel subfamily H member 2, brain isoform KCNH2 3.1 (human); activity change, % (tested at about 1.8 µM);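 active = maximum activity change below -70%; inconclusive = maximum activity change from -70% to -50%; inactive = maximum activity change above -50%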;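 also: thallium influx rate constant from kinetic fluorescence after stimulation buffer; % is scaled to controls: 0 for no effect and ±100 for the full control effect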
#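 Steps: virus added to U2OS suspension (4 h, RT, dark); medium with 10% FBS added, cells plated, 37 C overnight; FluxOr/Red40 loading buffer 45 min RT; stimulation buffer, 2 min kinetic read; rate constant normalized.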
# Coupling enz: qHTS Assay for Inhibitors of Fructose-1,6-bisphosphate Aldolase from Giardia Lamblia: Coupling assay counterscreen | coupling enzyme system counterscreen, AmpLite Red fluorescence | activity change, negative = inhibition, % at 58.2 µM, hits read low | 290,000 compounds, 0.67% hits; in the data active = activity change below about -30%; also: % is scaled to controls: 0 for no effect and ±100 for the full control effect
#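 Activity here indicates interference with the coupling reaction, not aldolase inhibition. Compounds at 57.5 uM final met coupling enzymes for 10 min at RT; substrate and AmpLite Red detection followed, with a 525/598 nm fluorescence read after 20 min.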
# An asterisk follows results filed as active; ? = inconclusive; nt = no result given; & = joins results of further samples; [ ] = another dose, or the depositor's remark. Unless noted, calls follow the shape of the dose curve; as a rule, active = well fitted curve in the direction sought with a large enough effect; inconclusive = small, poorly fitted or top-dose-only effect, or another doubt; inactive = no such curve, though single readings can be large; an effect the other way counts as inactive or inconclusive.
SMILES,CXXC DNA block,B2AR arrestin,TRPV1 ag,PKM2 activator,Giardia kill,Menin-MLL TR inh,USP2a inh,KCNH2 WT inh,GALK inh,KCNH2 3.1 block,Coupling enz
COc1ccc2oc(C(=O)OCC(=O)NC(=O)NC(C)C)c(C)c2c1,17%,0.1%,21,0%,-1,3%,0%,1,1%,-22,4
O=C(O)Cn1ncc2c1-c1ccoc1CC2,-11%,-0.8%,nt,6%,-17,0%[11.7 µM],4%,7,1%,6,-38*
CCOC(=O)N1CCC(NC(=O)Cn2ncc3c2-c2cc(C)ccc2OC3)CC1,-8%,-0.5%,4,-4%,?,-1%,0%,-7,1%,14,2
CN1C(=O)c2ccc(NC(=O)c3c(C(=O)O)cccc3[N+](=O)[O-])cc2C1=O,-5%,-0.6%,3,nt,-2,-13%,2%,nt,4%,-11,-1
CCCCCCCC/C=C\CCCCCCCC(=O)NCCc1ccc(O)c(O)c1,-18%,-0.1%,?,nt,15,14%&11%&5%,?,-15,nt,-9,-14&3
O=C(Cc1n[nH]c(=O)c2ccccc12)OCc1c(Cl)cccc1Cl,-15%,-1.1%,-5,-19%,-26,nt,-4%,0,5%,28,0
COc1ccc(CNC(=O)CN2CCN(S(=O)(=O)c3c(C)c(C)cc(C)c3C)CC2)cc1OC,nt,0.0%,nt,nt,-1,nt,-4%,0,nt,-7,nt
COc1ccc(C(=O)NCc2cccc(Cl)c2)cc1S(=O)(=O)N1CCOCC1,nt,-0.7%,-1,nt,-9,nt,1%,28,nt,-4,nt
CCOC(=O)Cn1c(Br)nc2c1c(=O)[nH]c(=O)n2C,-8%,-0.2%,2,6%,-5,-2%,-4%,12,1%,2,4
CCOC(=O)C1CCN(C(=O)Cn2cnc3sc(C)c(S(=O)(=O)N4CCOCC4)c3c2=O)CC1,16%,-0.9%,3,0%,-15,-2%,2%,-9,0%,-19,4
CC1=CC2=NC(=O)/C(=C\c3cc(C)n(-c4ccccc4)c3C)C(=N)N2O1,28%,-1.0%,2,4%,5,6%,5%,3,1%,6,0
COC(=O)Cn1c(=NC(=O)c2cc(OC)c(OC)c(OC)c2)sc2cc(OC)ccc21,-7%,-0.4%,11,-1%,3,-16%,4%,10,1%,-8,2
Cc1cc(C)n(-c2ccc(F)cc2)c(=O)c1C(=O)O,0%,-0.3%,7,-8%,11,13%,-1%,-8,2%,10,4
Oc1ccc(Br)cc1/C=N/n1cnc2ccccc21,12%,1.0%,1,-1%,10,?,3%,-1,2%,2,2
O=C(c1ccc2c(=O)n(-c3ccccc3)c(=S)[nH]c2c1)N1CCN(c2ccccc2)CC1,nt,0.3%,-1,nt,12,nt,-2%,0,nt,7,nt
Cc1nc(-c2ccc(C#N)cc2)cs1,-8%,0.3%,-1,-1%,-1,nt,1%,-11,-3%,-29,0
CCOc1cc(/C=N\NC(=O)Cc2ccccc2)ccc1OCC(=O)Nc1ccc(C)c(C)c1,12%,0.1%,2,-4%,12,8%,2%,1,-5%,-5,-1
c1ccc2c(Nc3nnc(-c4ccncc4)s3)cccc2c1,-3%,0.3%,?,-6%,8,0%,1%,-7,3%,-5,-1
Cc1ccc(-c2nc(C#N)c(NCCN3CCCCC3)o2)cc1,7%,0.1%,-4,4%,10,-15%,1%,22,0%,-7,2
CCN(CC)CCN1C(=O)c2ccccc2NC1c1ccc(N(C)C)cc1 (stereo not given),11%,-0.2%,4,14%,0,-7%,0%,9,0%,-11,0
COc1ccc(S(=O)(=O)NC2CC(C)(C)NC(C)(C)C2)cc1C(C)C,-9%,-1.0%,19,-9%,-2,nt,6%,14,0%,-11,-3
COc1ccc(S(=O)(=O)Nc2ccccc2OC)cc1N=Nc1c(O)[nH]c(=S)[nH]c1=O,nt,-0.3%,nt,nt,5,nt,1%,4,nt,4,nt
C=CCn1c(N)cc(=O)nc1SC(CC)C(=O)Nc1ccc(C(C)=O)cc1 (stereo not given),5%,0.0%,0,-1%,3,-8%,-1%,-8,15%,-37,3
Cc1ccc([N+](=O)[O-])cc1-c1ccc(/C=N/NC(=O)c2cc3c(ccc4ccccc43)o2)o1,21%,-0.1%,-3,-8%,-17,11%,1%,4,-1%,11,-1
Cn1c(=O)[nH]c(=O)c2c1nc(Br)n2CCCSc1nc2ccccc2o1,-3%,-0.4%,4,1%,16,-16%,-2%,5,1%,-3,0

# Rewritten as labelled records: part of the list above
> COc1ccc2oc(C(=O)OCC(=O)NC(=O)NC(C)C)c(C)c2c1
  CXXC DNA block = 17%	B2AR arrestin = 0.1%	TRPV1 ag = 21	PKM2 activator = 0%	Giardia kill = -1	Menin-MLL TR inh = 3%	USP2a inh = 0%	KCNH2 WT inh = 1	GALK inh = 1%	KCNH2 3.1 block = -22	Coupling enz = 4

> O=C(O)Cn1ncc2c1-c1ccoc1CC2
  CXXC DNA block = -11%	B2AR arrestin = -0.8%	TRPV1 ag = nt	PKM2 activator = 6%	Giardia kill = -17	Menin-MLL TR inh = 0%[11.7 µM]	USP2a inh = 4%	KCNH2 WT inh = 7	GALK inh = 1%	KCNH2 3.1 block = 6	Coupling enz = -38*

> CCOC(=O)N1CCC(NC(=O)Cn2ncc3c2-c2cc(C)ccc2OC3)CC1
  CXXC DNA block = -8%	B2AR arrestin = -0.5%	TRPV1 ag = 4	PKM2 activator = -4%	Giardia kill = ?	Menin-MLL TR inh = -1%	USP2a inh = 0%	KCNH2 WT inh = -7	GALK inh = 1%	KCNH2 3.1 block = 14	Coupling enz = 2

# Next part
SMILES,CXXC DNA block,B2AR arrestin,TRPV1 ag,PKM2 activator,Giardia kill,Menin-MLL TR inh,USP2a inh,KCNH2 WT inh,GALK inh,KCNH2 3.1 block,Coupling enz
O=c1ncn(-c2ccc(F)cc2)c2ncccc12,-2%,0.1%,1,-1%,-1,-2%,4%,-8,-5%,-13,-3
CCCCOc1ccc(/C=C/C(=O)OCC(=O)c2c(N)n(C)c(=O)n(C)c2=O)cc1OCC,7%,0.5%,4,1%,3,?,6%,4,7%,2,-2
CCOC(=O)Cc1ccc(NC(=O)c2cccc([N+](=O)[O-])c2)cc1,0%,-0.1%,9,2%,?,31%[activator],3%,-7,3%,-2,0
COc1ccc(C(=O)c2cnc3cc4c(cc3c2C)OCO4)cc1,1%,-0.2%,12,1%,-9,-1%,-4%,-4,0%,4,0
COC(=O)[C@]1(C)N[C@H](CN(C)S(=O)(=O)c2ccc(C(F)(F)F)cc2)[C@@H]2C(=O)N(C)C(=O)[C@@H]21,nt,0.1%,nt,nt,7,nt,0%,-15,nt,-6,nt
CCOc1ccc(NC(=S)N(CCc2ccncc2)C(C)C)cc1,9%,-0.2%,0,-4%,-18,-8%,-1%,8,1%,2,2
CCN(CC)CC#CCC(OC)(c1ccccc1)c1ccccc1,-6%,-0.3%,4,4%,-5,-30%,0%,8,1%,-6,0
CCOC(=O)[C@H]1[C@H]2COc3ccc(OC)cc3[C@H]2N2C(=O)CNC(=O)[C@@]12C,nt,0.2%,0,nt,13,nt,-1%,8,nt,14,nt
CC1(C)CC2CC(C)(CN2S(=O)(=O)c2ccc(N)cc2)C1 (stereo not given),8%,-0.1%,0,2%,-12,?,1%,8,0%,13,3
COC(=O)C(NC(C)=O)(Nc1ccc(C)cn1)C(F)(F)F (stereo not given),-2%,-0.9%,4,-2%,-9,nt,-1%,-2,nt,3,5
COC(=O)c1ccc(OCC(=O)c2ccccc2OC)cc1,6%,0.1%,-2,6%,-1,-9%,9%,-18,-1%,2,-1
COC(=O)c1ccc(N=NN2CCCCC2)cc1,11%,0.4%,11,-1%,-3,3%,13%,6,-1%,26,2
CCn1c(C)cc(/C=C2\NC(=O)N(Cc3ccccc3)C2=O)c1C,20%,-0.2%,14,2%,4,18%,1%,-7,-3%,2,0

# The list is partial; count on the stated rates, not on these rows.
